VP16 counter = inhibits Gal4-VP16 luciferase reporter, ROR gamma counter-screen | Drosophila S2 Gal4-VP16 UAS-luciferase, luminescence, 20 h | Potency, µM (doses to about 53.6 µM), without a hit: top-dose activity, negative = inhibition, most hits filed as inhibitors | hit rate 3.5% among 310,000;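 further: Gal4-VP16 expression switched on by copper sulfate through the metallothionein promoter; on the % scale 0 is the no-effect control and ±100 the full control effect; nearly all actives have a fitted effect of over 50% in size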
Menin-MLL TR inh = inhibitors of human menin-MLL interaction, mutant MLL peptide; Menin + Texas Red MLL mutant peptide, fluorescence polarization; O00255; Potency, µM (series often up to 61.6 µM), for inactives: at the highest dose FP activity change, negative = inhibition, usual class: inhibitors; hit rate 0.23% among 270,000; active means well fitted inhibition curve with a large enough effect in the polarisation, with a control signal flat, not every such curve was filed as active; inconclusive means small, poorly fitted or top-dose-only effect, or effect the other way, or a change in a side signal; inactive means no such curve, though single readings can be large or run the other way; the % refers to the polarisation; further: % of control where 0% means no effect; many of its hits are not listed in these tables
RORg inh = blocks mouse ROR gamma transcriptional activity. P51450. Drosophila S2 Gal4-RORgamma UAS-luciferase reporter, 20 h. Potency, µM (doses to about 53.6 µM), for inactives: at the highest dose activity change, negative = inhibition, actives largely listed as inhibitors. hit rate 5.4% among 310,000. AID 2551; further: on the % scale 0 is the no-effect control and ±100 the full control effect; nearly all actives have a fitted effect of over 60% in size
Target sequence (P51450 whole entry, looked up, the tested form may be a part): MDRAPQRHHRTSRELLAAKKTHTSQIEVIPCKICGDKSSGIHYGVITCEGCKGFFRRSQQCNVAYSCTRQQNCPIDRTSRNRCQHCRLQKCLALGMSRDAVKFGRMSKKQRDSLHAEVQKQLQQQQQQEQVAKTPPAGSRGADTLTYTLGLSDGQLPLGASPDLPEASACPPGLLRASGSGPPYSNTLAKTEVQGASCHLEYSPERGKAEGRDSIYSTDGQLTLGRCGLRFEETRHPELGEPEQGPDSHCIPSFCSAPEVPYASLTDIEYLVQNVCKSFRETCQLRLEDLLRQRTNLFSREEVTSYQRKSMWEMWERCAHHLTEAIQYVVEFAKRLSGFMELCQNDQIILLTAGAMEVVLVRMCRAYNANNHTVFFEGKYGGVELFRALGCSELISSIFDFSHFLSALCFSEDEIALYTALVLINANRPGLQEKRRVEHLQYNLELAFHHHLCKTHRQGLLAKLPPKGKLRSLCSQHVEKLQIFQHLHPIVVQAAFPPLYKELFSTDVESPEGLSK
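Luciferase reporter read in Schneider cells carrying Gal4-RORγ (mouse) and UAS-Photinus luciferase; cells given compound 1 h before 700 uM copper sulfate induction, then incubated 20 h at ambient temperature.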
Starred values were filed as active, the others as inactive; ? = inconclusive; & = joins results of further samples; [ ] = remark or other dose. Unless noted, the call rests on the fitted dose curve; in most records, active means well fitted curve in the direction sought with a large enough effect; inconclusive means small, poorly fitted or top-dose-only effect, or another doubt; inactive means no such curve, though single readings can be large; an effect the other way counts as inactive or inconclusive. Potency means the concentration at half of the fitted maximal effect.

Values run as follows: VP16 counter, Menin-MLL TR inh, RORg inh
> CS[C@@H]1SC[C@H]2C(=O)N(C)C(C(C)C)C(=O)OC[C@@H](NC(=O)c3cnc4ccccc4n3)C(=O)N[C@@H](C)C(=O)N(C)[C@H]1C(=O)N(C)C(C(C)C)C(=O)OC[C@@H](NC(=O)c1cnc3ccccc3n1)C(=O)N[C@@H](C)C(=O)N2C (some centres not stated)
  -1%, ?, 0.04µM*
> COc1ccc(-c2ccc3c(n2)CCCN3C[C@H](O)CN2CCCc3nc(C)c(C)cc32)cc1
  0%[10 µM], -4%[11.7 µM], 28%[10 µM]
> O=C(c1ccncc1)N1CCC2(CC1)CN(c1ccc(-c3ccccc3)cc1)C2
  -3%, 0%, 39%
> NC(=O)C(=O)N/N=C/c1ccc([N+](=O)[O-])o1
  11µM*, 7%, -19%[10 µM]
> COCCn1c(=O)c(-c2cccs2)nc2cnc(N3CCNCC3)nc21
  0%, 13%, -34%
> COC(=O)CC1C(C)(C)C(OC(C)=O)[C@@]2(O)C=C3C4CC(=O)OC(c5ccoc5)[C@]4(C)CCC3[C@@]1(C)C2=O (some centres not stated)
  -1%, 1%, 27%
> CS(=O)(=O)N1CCC[C@@]2(CCN(C(=O)Nc3cccc(C#N)c3)C2)C1
  11%, 10%, -5%
> CN1CCN([C@@H](c2ccccc2)c2ccc(Cl)cc2)CC1
  9%[17 µM], 2%[24.8 µM], 15%[2.98 µM]
> C=C1c2cccc(C(F)(F)F)c2O[C@H](C(=O)OCC)[C@@H]1CCC(C)C
  -20%, -2%[94.6 µM], 17%
> CC1C=C[C@@H]2[C@H](C1)C(=O)N(Cc1ccccc1)[C@H]2c1ccccc1Br (some centres not stated)
  4%, -11%, 36%
> OC[C@@H](O)C(O)[C@H](O)[C@H](O)CO (some centres not stated)
  -3%, -1%, -6%
> O=C(c1ccncc1)N1CCC[C@@]2(CCN(c3ccccc3)C2)C1
  24%, 3%, 28%
> C=C1CC2COC(=O)C2(Cc2ccc3ccccc3c2)C1 (configuration not stated)
  -11%, 14%, -6%
> CC(C)(C)[C@@H](O)C(Cc1ccc(Cl)cc1)n1cncn1 (some centres not stated)
  1%, -7%, -4%
> O=C(NCCN1CCOCC1)C1(C(F)(F)F)C/C(=C\CCO)CCCO1 (configuration not stated)
  -24%, -27%, -1%
> CCCCCCOC(=O)c1cccnc1
  2%, 2%, 7%[10 µM]
> CC(=O)N1CCC2(CC1)CN(C(c1ccccc1)c1ccccc1)C2
  -1%, -7%, 21%
> C#CCCCO/N=C1/C[C@@H](O)[C@@H](O)[C@@H]2[C@@H]3C(=O)N(Cc4ccccc4)C(=O)[C@H]3CC[C@H]12
  -11%[10 µM], -24%[11.7 µM], 4%[10 µM]
> CCOC(=O)OC(C)OC(=O)C1N2C(=O)C(NC(=O)C(N)c3ccccc3)C2SC1(C)C (configuration not stated)
  ?, -20%, -1%
> COc1ccc(C2=Nn3c(nnc3-c3ccc(OC)c(OC)c3)SC2)c(OC)c1
  -2%, -11%, 12%
> S=C=Nc1ccc(N=C=S)cc1
  -5%, -18%, -14%
> CN1C=CC(=C2C=CN(C)C=C2)C=C1
  -4%, -20%, 4%
> COc1cccc(Nc2ncc3nc(C)c(=O)n(C[C@H]4CCCO4)c3n2)c1
  3%, 21%, ?
> S=C1NC=NC2N=CNC12 (configuration not stated)
  8%, -11%, 4%
> CC(=O)N1CCC2(CC1)CN(Cc1ccccc1)C2
  -17%, -1%, 3%
> Cc1nc2cncnc2n(C2CC2)c1=O
  8%, 2%, -20%
> CCC/C=C1/CCCOC(C(=O)NCC2CC2)(C(F)(F)F)C1 (configuration not stated)
  6%, -1%, -12%
> Cc1ccc(CN2C(=O)C[C@@H](NS(=O)(=O)c3ccc4ccccc4c3)C/C=C\C2c2ccc(C)cc2)cc1 (some centres not stated)
  0%[40.7 µM], -16%, 10%[40.7 µM]
> Cc1ccccc1Nc1oc(-c2ccccc2)nc1-c1cccc2ccccc12
  2%, -1%, 4%
> COc1ccccc1CNc1cc(-c2cccc(NS(C)(=O)=O)c2)ncn1
  2%, 5%, 33%
> CC(=O)c1ccc(C2C=CC(O)C(CO)O2)cc1 (configuration not stated)
  7%[10 µM], 2%[11.7 µM], 0%[10 µM]
> O=S(=O)(c1ccccc1)N1CCC2(CC1)CN(Cc1ccccc1)C2
  -13%, -7%, 3%
> C#CCOc1ccc(C(=O)N(C)c2ccccc2I)cc1
  -1%, -7%, -1%
> CCN1C(=O)[C@H]2[C@H]3[C@H](O)[C@H](O)C/C(=N/O[C@@H](C)CN4CCCc5nc(C)c(C)cc54)[C@@H]3CC[C@@H]2C1=O
  -5%[10 µM], 2%[11.7 µM], -9%[10 µM]
> COc1ccc(OC2C=CC(C#Cc3ccc(Br)cc3)OC2CO)c(C(C)(C)C)c1 (configuration not stated)
  -23%[10 µM], -30%[11.7 µM], 4%[10 µM]
> COCCn1c(=O)c(-c2ccc(Cl)cc2)nc2cnc(Oc3cccc(Cl)c3)nc21
  3%, -20%, -23%
> CC(C)CN1CCC(=O)N(C(CSc2ccc(Br)cc2)c2ccccc2)CC1 (configuration not stated)
  -14%, 1%, 13%
> Cc1nc2cnc(Nc3ccccc3)nc2n(C)c1=O
  12%, 13%, ?
> C/C1=C2N=C(/C=C3N=C(/C(C)=C4\[N-]C(C)(C5N=C1C(C)(CCC(=O)NCC(C)OP(=O)([O-])O[C@H]1C(O)C(n6cnc7cc(C)c(C)cc76)O[C@@H]1CO)C5CC(N)=O)C(C)(CC(N)=O)C4CCC(N)=O)C(C)(CC(N)=O)C\3CCC(N)=O)C(C)(C)C/2CCC(N)=O.[CH2-]C1OC(n2cnc3c(N)ncnc32)C(O)C1O.[Co] (some centres not stated)
  -18%, -6%, -12%
> CSCC[C@H](NC(=O)[C@H](CC(C)C)NC(=O)[C@@H]1CCCN1C(=O)[C@H](Cc1ccccc1)NC(=O)[C@H](Cc1ccccc1)NC(=O)[C@@H]1CCC(=O)N1)C(N)=O
  -7%, 20%, -7%
> C=C1C[C@]23CC[C@H]4C(CO)(CO)C[C@@H](O)C[C@@]4(C)[C@@H]2CC[C@H]1C3
  ?, -11%, 27%
> O=C(c1cnccn1)N1CCC2(CCN(Cc3cc(C(F)(F)F)cc(C(F)(F)F)c3)CC2)CC1
  18%, ?, 28%
> O=C(Nc1ccccc1)N1CCCC2(CCN(C(=O)c3csnn3)CC2)C1
  7%, 3%, 0%
> CN(C)Cc1ccccc1-c1ccc2ncnc(N3CCOCC3)c2c1
  -11%, -29%, -15%
> CN(Cc1ccco1)c1ncncc1-c1ccccc1C(F)(F)F
  3%, -21%, 11%
> COC(=O)C#CC(=O)OC
  -10%, 8%, 19%
> COc1cc(OC)c2c(c1C(CCN1CCCCC1)c1ccc(N(C)C)cc1)OC(=O)CC2c1ccc(N(C)C)cc1 (configuration not stated)
  2%, 2%, 7%
> COC(=O)C1=C(C)NC(C)=C(C(=O)OC(C)C)[C@H]1c1cccc2nonc12
  -16%[17 µM], 12%[24.8 µM], 1%[2.98 µM]
> CN[C@H]1CCc2cc(OC)c(OC)c(OC)c2-c2ccc(N[C@@H]3CCCCNC3=O)c(=O)cc21
  -4%, -11%, -6%
> N#Cc1cccc(-c2nc3cnc(N4CCOCC4)nc3n(Cc3ccc(F)cc3)c2=O)c1
  0%, 9%, -11%
> COc1c(O[C@H]2O[C@@H](CO)[C@@H](O)[C@@H](O)[C@@H]2O)cc2c(c1OC)-c1ccc(SC)c(=O)cc1[C@H](NC(C)=O)CC2
  -10%[17 µM], -16%[24.8 µM], -4%[16.9 µM]
> c1cncc(CNc2ccnc(-c3ccc4c(c3)OCO4)n2)c1
  9%, -11%, ?
> CCCN1CC(CSC)C[C@H]2c3cccc4[nH]cc(c34)C[C@H]21 (some centres not stated)
  -7%, 3%, -14%
> CN(C)Cc1ccccc1-c1cncnc1NCc1cccnc1
  -6%, -16%, 9%
> COCCn1c(=O)c(CCc2ccccc2)nc2cnc(Oc3ccccc3)nc21
  ?, 7%, ?
> COc1ccccc1CNc1ncncc1-c1ccc(N(C)C)cc1
  -22%, -23%, 22µM*
> COCC(=O)N1CCC[C@@]2(CCN(C(=O)Nc3ccccc3)C2)C1
  -2%, -1%, -27%
> COc1ccc(CNc2cc(-c3ccoc3)ncn2)c(OC)c1
  -9%, -4%, 30%
> COc1ccc(C2=Nn3c(nnc3-c3cc(OC)ccc3OC)SC2)cc1
  -3%, ?, 11%
> C=CC(C1=CC(=O)C(OC)=CC1=O)c1ccc(O)cc1 (configuration not stated)
  -1%, 2%, 21%

Remaining list, next part:
Values run as follows: VP16 counter, Menin-MLL TR inh, RORg inh
> Cc1cc2nc3c(=O)[nH]c(=O)nc-3n(C[C@H](O)[C@H](O)[C@H](O)COP(=O)(O)OP(=O)(O)OC[C@H]3O[C@@H](n4cnc5c(N)ncnc54)[C@H](O)[C@@H]3O)c2cc1C
  1%, 2%, 35%
> O=S1(=O)c2cccc3cccc(c23)N1CCCN1CCN(c2ccc(F)cc2)CC1
  3%, -25%, 14%
> O=C(O)Cc1cc2ccccc2nc1C(=O)O
  -20%, 13%[24.8 µM], -4%
> CC1(CN2CCC(n3c(=O)[nH]c4ccccc43)CC2)OCc2ccccc2-n2cccc21 (configuration not stated)
  2%, 2%, 29%
> CC(O)CCCCCCC/C=C/C=C/C(N)=O (configuration not stated)
  -5%[10 µM], -3%[11.7 µM], 0%[10 µM]
> N[C@@H](CCCP(=O)(O)O)C(=O)O
  5%, -27%[24.8 µM], 25%
> CCOC(=O)N/N=C/c1ccccc1-c1cc(OC)ccc1OC
  3%, 2%, -4%
> CCC[C@@H]1CC2=CC(=O)CC[C@]2(C)[C@H]2CC[C@@]3(C)[C@@H](CC[C@@]34CCC(=O)O4)[C@H]12
  -2%, -10%, 2%
> CNc1cc(OC)c(C(=O)N[C@@H]2CCN(Cc3ccccc3)[C@H]2C)cc1Cl
  -1%, -17%[24.8 µM], 2%
> c1ncc(-c2ccc3c(c2)OCO3)c(NCCc2cnc[nH]2)n1
  4%, 1%, -5%
> CC1=C(C(=O)OC(C)C)C(c2cccc([N+](=O)[O-])c2)C(C(=O)OC2CN(C(c3ccccc3)c3ccccc3)C2)=C(N)N1 (configuration not stated)
  ?, ?, ?
> COc1ccc2c(c1)O[C@H](c1ccc3c(c1)OCO3)[C@@H](OC(=O)NCCc1ccc(OC)c(OC)c1)C2=O
  -11%, -11%, 3%
> CN(C)c1ncnc2ccc(-c3ccccc3C#N)cc12
  8%, -10%, 4%
> COC(=O)c1c(OC)cc2c(c1C)Oc1c(Cl)c(O)c(Cl)c(C)c1C(=O)O2
  ?, ?, ?
> CC[C@@]1(O)C[C@H](O[C@H]2C[C@@H](N(C)C)[C@@H](O[C@H]3C[C@@H](O)[C@@H](O[C@H]4CCC(=O)[C@@H](C)O4)[C@@H](C)O3)[C@@H](C)O2)c2c(cc3c(c2O)C(=O)c2c(O)cccc2C3=O)[C@H]1C(=O)OC
  0.56µM*, -14%, 0.32µM*
> Cc1c(-c2ccc(Cl)cc2)noc1C1CCN(CCc2ccccc2)CC1
  -4%, ?, 20%
> O=c1cc(-c2cccc(F)c2)[nH]c2cc(F)ccc12
  8%[96.6 µM], -6%[94.6 µM], 0%[96.6 µM]
> COc1ccc2c(c1)O[C@H](c1ccc3c(c1)OCO3)[C@@H](OC(=O)NC1CCCC1)C2=O
  0%, 6%, -7%
> COc1ccc(Cc2cnc(N)nc2N)cc1OC
  0%, -2%, 4%
> COc1ccc(-c2cc(=O)c3ccc(F)cc3[nH]2)cc1
  -3%[96.6 µM], 50µM*, 7%[96.6 µM]
> CC/C=C\C[C@H]1C(=O)CC[C@@H]1CC(=O)O
  0%, 1%[24.8 µM], 15%
> C#CCCCO/N=C1/[C@H]2O[C@@H]2[C@@H](O)[C@H]2[C@H]1CCn1c(=O)n(Cc3cc4c(cc3Cl)OCO4)c(=O)n12
  -3%[10 µM], 3%[11.7 µM], -15%[10 µM]
> COc1ncc2nc(C)c(=O)n(Cc3ccc(F)cc3)c2n1
  14%, -7%, 28%
> Nc1nc2c(nc(Br)n2C2CC(O)C(CO)O2)c(=O)[nH]1 (configuration not stated)
  5%, -8%, 21%
> CSc1ccc2c(c1)[C@H](N1CCN(C)CC1)Cc1ccccc1S2
  -25%, -21%&-2%[24.8 µM], ?
> COc1ccc([C@@H]2CC(=O)c3c(O)cc(O[C@@H]4O[C@H](CO)[C@@H](O)[C@H](O)[C@H]4O[C@@H]4O[C@@H](C)[C@H](O)[C@@H](O)[C@H]4O)cc3O2)cc1
  1%, 18%, 3%
> CCN(CCO)CCCC(C)Nc1ccnc2cc(Cl)ccc12 (configuration not stated)
  -9%&-18%, -16%&0%, -7%&-17%
> COCCn1c(=O)c(-c2ccc(F)cc2)nc2cnc(OCc3ccccc3)nc21
  -15%, 12%, 29%

Only part of the results is shown; count on the stated rates, not on these rows.
